ALOX15B inhib – blocks human 15-lipoxygenase 2 activity | O15296 | purified 15hLO-2, xylenol orange hydroperoxide absorbance | Potency, µM (series often up to 57.1 µM), without a hit: at the highest dose activity change, negative = inhibition, hits mostly inhibitors | hit rate 0.56% among 110,000 | AID 881; note: potency is the fitted concentration of half-maximal effect; nearly all actives have a fitted effect of over 60% in size; many of its hits are not listed in these tables
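Screening format was qHTS against 50 nM purified 15hLO-2 in Hepes pH 7.5 with detergent. Activity follows hydroperoxide formation from 45 uM arachidonic acid, measured as 573:405 nm absorbance ratio of the ferric-xylenol orange complex.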
12-hLO inh – inhibitors of human 12-lipoxygenase (ALOX12) | P18054 | purified 12-hLO, xylenol orange hydroperoxide absorbance | Potency, µM (doses to about 57.1 µM), without a hit: at the highest dose activity change, negative = inhibition, usual class: inhibitors | hit rate 0.12% among 150,000 | AID 1452; note: potency is the fitted concentration of half-maximal effect; nearly all actives have a fitted effect of over 55% in size; many of its hits are not listed in these tables
Target sequence (P18054 whole entry, looked up): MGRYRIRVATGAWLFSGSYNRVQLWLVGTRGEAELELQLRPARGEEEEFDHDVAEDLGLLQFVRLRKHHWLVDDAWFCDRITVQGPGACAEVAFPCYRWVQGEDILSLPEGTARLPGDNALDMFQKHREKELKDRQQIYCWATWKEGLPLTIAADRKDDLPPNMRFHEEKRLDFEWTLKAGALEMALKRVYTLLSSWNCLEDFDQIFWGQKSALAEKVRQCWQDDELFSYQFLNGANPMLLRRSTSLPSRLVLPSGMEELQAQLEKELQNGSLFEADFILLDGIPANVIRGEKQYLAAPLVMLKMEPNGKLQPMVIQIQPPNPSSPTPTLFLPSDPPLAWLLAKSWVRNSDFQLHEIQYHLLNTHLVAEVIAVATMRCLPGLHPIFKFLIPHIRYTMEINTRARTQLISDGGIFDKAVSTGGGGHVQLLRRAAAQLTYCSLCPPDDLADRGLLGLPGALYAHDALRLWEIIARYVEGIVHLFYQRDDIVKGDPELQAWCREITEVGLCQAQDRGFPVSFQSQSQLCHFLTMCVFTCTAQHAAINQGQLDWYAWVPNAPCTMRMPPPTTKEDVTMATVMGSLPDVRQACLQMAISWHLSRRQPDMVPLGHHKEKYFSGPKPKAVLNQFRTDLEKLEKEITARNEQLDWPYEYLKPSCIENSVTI
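Xylenol orange chromogenic assay: hydroperoxide from 12hLO oxidises Fe(II), giving red-shifted Fe(III)-XO absorbance. Conditions: 150 nM enzyme, 40 uM arachidonic acid, 25 mM Hepes pH 7.0, 0.01% Triton X-100, 30 min, room temperature.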
PNC assembly inh – inhibitors of perinucleolar compartment assembly | hit rate 3.1% among 140,000 | PC3M PTB-GFP, PNC prevalence imaging, 16 h; active compounds read low | activity change (PNC), negative = inhibition, % at 10 µM;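 active = readout at or below -70, meaning at least 70% loss of cells showing the perinucleolar compartment, a nuclear body marking cancer cells; inconclusive = readout between -30 and a set limit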;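 note: plate controls were DMSO wells for no effect and camptothecin positive control wells for full effect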
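PC3M cells stably expressing PTB-GFP, 750–1000 cells/well, treated 16 h at 37 °C with compound (23 nl of library stock), in duplicate. After paraformaldehyde fixation and Hoechst stain, imaged at 20x; PNC prevalence scored by image analysis.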
IMPase inh – IMPase inhibition in cells; 120,000 tested, under 10 active; inhibition (IP1 accumulation), % at 46.1 µM; AID 901; CHO-M1 cells, IP1 accumulation, HTRF TR-FRET ratio; active = well fitted curve in the direction sought with a large enough effect in the signal ratio, not every such curve was filed as active; inconclusive = small, poorly fitted or top-dose-only effect, or a change in a side signal; inactive = no such curve, though single readings can be large or run the other way; the % refers to the signal ratio;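 note: cells stimulated with carbachol in lithium chloride buffer; plate controls were DMSO basal wells for no effect and reference inhibitor wells for full effect; higher means more IMPase inhibition seen as more IP1 and lower FRET ratio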
Target sequence (P97697 whole entry, looked up): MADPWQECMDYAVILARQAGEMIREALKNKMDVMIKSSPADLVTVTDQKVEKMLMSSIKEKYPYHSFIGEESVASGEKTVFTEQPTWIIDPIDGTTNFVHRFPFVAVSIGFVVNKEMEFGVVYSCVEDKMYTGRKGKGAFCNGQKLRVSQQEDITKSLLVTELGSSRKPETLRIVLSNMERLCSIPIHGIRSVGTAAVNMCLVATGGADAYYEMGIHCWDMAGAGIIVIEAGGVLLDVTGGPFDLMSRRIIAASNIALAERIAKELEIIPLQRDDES
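CHO-M1 cells (CHO stably expressing M1 receptor), compound up to 46 uM final, stimulated with carbachol (50 uM as added) in buffer with 50mM LiCl, pH 7.4, 30 min at 37C. Cytosolic IP1 read by TR-FRET; AC50 from Hill fits.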
* marks the source's active call; other numbers are inactive results; ? = inconclusive; · = not tested or not shown; & = joins results of further samples; [ ] = remark or other dose. Unless noted, calls come from the whole dose curve; as a rule, active = well fitted curve in the direction sought with a large enough effect; inconclusive = small, poorly fitted or top-dose-only effect, or another doubt; inactive = no such curve, though single readings can be large; an effect the other way counts as inactive or inconclusive. Unless noted, % is set by controls: 0 for no effect and ±100 for the full control effect.

PNC assembly inh	12-hLO inh	IMPase inh	ALOX15B inhib	smiles
18	3%	?	1%	CCCN(CCC)C(=O)Cn1c2ccccc2c2nc(=O)cc(C)n21
?	-14%	-2	-2%	COc1ccc(-c2nc(SC)n(S(=O)(=O)c3ccccc3)n2)cc1
-100*	-3%	·	·	O=C(N/N=C/c1ccc(O)cc1)c1nc(-c2ccccc2)n(-c2ccccc2)n1
-3	-5%	-8	-5%	Cc1c(=O)n(OCc2cccc(F)c2)c2ccccc2[n+]1[O-]
1	2%	2	-5%	O=C1CC(c2cccs2)c2cc3c(cc2N1)OCCO3 (stereo not drawn)
-23	0%	·	·	CN(C)c1oc(COc2ccc(F)cc2)nc1C#N
?	-9%	17	6%[2.29 µM]	CCN1CC=C2C(C#N)=C(N)C(C#N)(C#N)[C@H](c3cccc(OC)c3OC)[C@H]2C1
-5	-2%	3	3%	CCOC(=O)N1CCN(c2cc(=O)n(-c3ccc(Br)cc3)c(=O)[nH]2)CC1
49	2%	6	0%	Cc1ccc(OCC(=O)Nc2ccccc2N2CCOCC2)c(C)c1
-16	-1%	11	·	COc1ccccc1CCNC(=O)CCSc1nc(-c2ccco2)cc(C(F)(F)F)n1
?	-19%	·	·	CCOC(=O)c1c(/N=C/c2ccc(O)cc2O)sc2c1CCC2
-26	-7%	3	-2%	CCOCCCNC(=O)c1ccc2c(c1)N(Cc1ccccc1)C(=O)CS2=O (stereo not drawn)
20	-2%	-1	-10%	c1ccc(-c2csc(Cc3nnc4n3CCCCC4)n2)cc1
50	4%	·	·	C#CCOCCOCCOCCNc1nc(N2CCN(C(=O)[C@H]([C@@H](C)CC)n3cc(CCCN=C(N)N)nn3)CC2)nc(N2CCN(C(=O)[C@H](C)n3cc(CCCN=C(N)N)nn3)CC2)n1
?	-28%	5	-12%	CSc1ccc(-c2nc3cnccn3c2Nc2ccc3c(c2)OCO3)cc1
·	4%[11.4 µM]	·	-9%[11.4 µM]	Cn1c([N+](=O)[O-])cnc1CN1CCN(CCO)CC1
9	-1%	-1	-7%	COc1ccc(CN2CCN(c3ncccn3)CC2)c(OC)c1
-18	-3%	9	-2%	CCOC(=O)C1C(=O)CC(C)(O)C(C(=O)OCC)C1c1ccc(Br)cc1 (stereo not drawn)
36	2%	-9	-3%	O=C(CSc1nnnn1-c1ccccc1F)Nc1nc2ccccc2s1
3	-3%	10	-25%	c1ccc(OCc2nnc3sc(C4COc5ccccc5O4)nn23)cc1 (stereo not drawn)
61	-24%	?	?	O=[N+]([O-])c1cc(-c2ccc(/C=N/c3nc4ccccn4c3-c3ccco3)o2)ccc1Cl
18	-3%	-12	·	Cc1cccc(-c2cc(C(=O)NCc3ccccn3)c3ccccc3n2)c1
0	-7%&-6%	·	-6%	COC(=O)[C@@]1(Cc2ccc(OC)cc2)[C@H]2c3cc(C(=O)N(C)C)n(C[C@H](O)CO)c3C[C@H]2CN1C(=O)c1ccccc1
?	1%	·	·	O=C(CCN(NC(=O)c1ccccc1)C1=NS(=O)(=O)c2ccccc21)NC1CCCCC1
-2	0%	2	0%	O=C(O)CN1C(=O)CNC1=O
15	-17%	-2	-11%	CCCCN(Cc1ccccc1)S(=O)(=O)c1ccc2[nH]c(=O)oc2c1
·	-3%	·	-1%	COCC(=O)N1CCC2(CCCN(Cc3ccc(C#N)cc3)C2)CC1
?	1%	-4	·	O=C(COC(=O)CSc1nnc(-c2ccc(Cl)cc2)o1)Nc1cc(Cl)cc(Cl)c1
-20	1%	8	-11%	CC(C)(C)NC(=O)CSc1nc2ccccc2n1-c1ccccc1
-10	2%	·	·	Nc1ccc(S(=O)(=O)NNC(=O)C(=O)NNc2ccccc2)cc1
?	-3%	?	-1%	O/N=C1/CCSc2ccccc21
29	2%	6	1%	CC(=O)N1CCN=C1SCc1cccc(C(F)(F)F)c1
·	1%	·	4%	COC(=O)N1CCC2(CCN(Cc3ccccc3)CC2)CC1
-28	-12%	4	-11%	CCC1CCCCN1C(=O)c1c[nH]c2ccc(S(=O)(=O)N(C)c3ccc(Cl)cc3)cc2c1=O (stereo not drawn)
73	-2%	·	·	CCOc1ccccc1NC(=O)C(OC(=O)c1ccc(N(C)C)cc1)c1ccccc1 (stereo not drawn)
22	-7%	-2	0%	CCC(c1nnc(SCC(=O)NC23CC4CC(CC(C4)C2)C3)o1)N(C)C (stereo not drawn)
44	3%	2	-5%	Cc1ccc(/C=C(\C#N)C(=O)Nc2c(C)cccc2C)s1
-23	20%	7	4%	O=C(CSc1nnc(-c2ccco2)o1)NC1CCCCCC1
·	2%[11.4 µM]	·	13%[11.4 µM]	NC(N)=Nc1nc2ccc([N+](=O)[O-])cc2[nH]1
60	-4%&-4%	·	?	Cn1c(=O)c(C(=O)COC(=O)c2cc(-c3ccco3)nc3ccccc23)c(N)n(CC2CC2)c1=O
-119*	1%	24	·	O=C(CSc1oc(-c2ccco2)nc1S(=O)(=O)c1ccc(F)cc1)NCC1CCCO1 (stereo not drawn)
1	-1%	·	·	COc1ccc(N=c2cc(-c3ccc(O)cc3)oc3ccccc23)cc1
?	0%	20	50%[activator]	COc1ccc(-c2cnc(SCC(=O)Nc3ccc4c(c3)OCO4)n2Cc2ccco2)cc1
?	0%	2	0%	CC(c1ccccc1)N1C(=O)CC(Sc2ncccc2C(=O)O)C1=O (stereo not drawn)
-4	4%	?	·	O=C(Cc1ccc(-n2cccc2)cc1)NC1CCCCCC1
?	-4%	4	8%	O=C(CCN1CCN(c2ccccc2F)CC1)Nc1ccc2c(c1)OCO2
-25	2%	2	9%	CCOc1ccc(NC(=O)c2cc3c(=O)n(C)c4ccccc4c3n2C)cc1
-24	4%	5	11%	Cn1c(=O)oc2cc(S(=O)(=O)N3CCCC(C(=O)NCCN4CCOCC4)C3)ccc21 (stereo not drawn)
43	-8%	-1	-10%	O=C(NCCNCc1ccc(F)cc1)c1ccco1
-10	3%	-4	·	CCCCNC(=O)COc1ccccc1C(=O)c1cc(C#N)c(=O)n(CCOC)c1

5 compounds from above, arranged by their value in 12-hLO inh, low to high.
Molecule,12-hLO inh
CCCCN(Cc1ccccc1)S(=O)(=O)c1ccc2[nH]c(=O)oc2c1,-17%
CCC(c1nnc(SCC(=O)NC23CC4CC(CC(C4)C2)C3)o1)N(C)C (stereo not drawn),-7%
O=C(CCN1CCN(c2ccccc2F)CC1)Nc1ccc2c(c1)OCO2,-4%
COc1ccc(-c2cnc(SCC(=O)Nc3ccc4c(c3)OCO4)n2Cc2ccco2)cc1,0%
Nc1ccc(S(=O)(=O)NNC(=O)C(=O)NNc2ccccc2)cc1,2%

Remaining list, next part:
PNC assembly inh	12-hLO inh	IMPase inh	ALOX15B inhib	smiles
-14	1%	-9	·	O=C(Cn1nc(C(F)(F)F)c2c1CCC2)NCc1ccc(Cl)cc1
6	-9%	-4	-1%	CC(=O)c1cc(C)ccc1OC(=O)c1cccnc1
11	-1%	·	·	COC(=O)/C(C#N)=C/c1occc1C
?	-4%	-4	4%	COCCn1c(=S)[nH]c2cc(C(=O)N3CCN(Cc4ccc5c(c4)OCO5)CC3)ccc2c1=O
-22	-6%	-8	2%	COC(=O)CSc1snnc1-c1ccc(F)cc1
37	1%	·	·	CCOC(=O)N1CCc2c(sc3c2c(=O)n(Cc2ccccc2)c(=O)n3Cc2cccc(C)c2)C1
?	-4%	12	4%	COc1ccc(NC(=O)C23CC4CC(C2)CC(n2cnc(Br)n2)(C4)C3)cc1Cl
·	-3%	·	-2%	CNC(=O)C1(CC(C)C)C=CCN1C(=O)c1ccccc1 (stereo not drawn)
65	-25%	·	·	COc1cc(/C=N/Nc2ccc(F)cc2F)cc(OC)c1O
31	1%	·	·	O=C(NCc1ccncc1)/C(=C\c1ccc(F)cc1)NC(=O)c1ccccc1
-29	-11%	5	1%	CC1(C(=O)O)CCC(C(=O)NC2CCCCC2)C1(C)C (stereo not drawn)
41	-7%	7	-13%	Cc1ccc(C(=O)CC2(O)C(=O)N(CCc3ccccc3)c3ccc(Br)cc32)o1 (stereo not drawn)
12	14%	-5	6%[2.29 µM]	CCN1CCN(CCCOc2ccc(-c3ccccc3)cc2)CC1
22	5%	4	61%[activator]	O=S(=O)(c1cnccc1N1CCN(/N=C/c2ccc(Cl)cc2)CC1)N1CCCCC1
-14	-1%	·	·	Cc1nn2c(Nc3ccccc3)c3c(nc2c1-c1ccccc1)CCC3
15	-16%	-1	0%	Cc1ccc(S(=O)(=O)N/N=C/c2ccc(OCC(=O)Nc3ccccc3Cl)cc2)cc1
62	3%	4	·	Cc1cc(C)cc(NC(=O)C(OC(=O)c2sccc2C)c2ccccc2)c1 (stereo not drawn)
8	-2%	14	-12%	Cc1ccc2cc3c(N)c(C(=O)N4CCOCC4)sc3nc2c1
·	5%	·	11%	O=C(Nc1ccccc1)N1CCCC2(CCN(C(=O)c3cc(C(F)(F)F)cc(C(F)(F)F)c3)CC2)C1
-8	-3%	·	·	O=C(O)CCC(=O)Nc1ccccc1C(=O)NCCc1ccccc1
39	-5%	5	1%	Cn1cccc1CNC1CCCC1
-19	-1%	·	·	COc1ccc(N2Nc3n[nH]c(N)c3N2)cc1
16	-13%	14	12%	CC(C)c1ccc(NC(=O)C(c2ccc3c(c2)OCO3)N2CCN(C(=O)c3ccco3)CC2)cc1 (stereo not drawn)
94	-1%	·	·	NCCCC[C@H]1NC(=O)[C@H](CCC(=O)O)NC(=O)c2cc([N+](=O)[O-])cc(I)c2OCC[C@@H](C(N)=O)NC1=O
11	-24%	-7	-24%	CC1(C)Cc2c(C#N)c(NCCc3ccccc3)nc(-c3ccco3)c2CO1

Only PNC assembly inh, IMPase inh and ALOX15B inhib, for some of the entries so far:
molecule	PNC assembly inh	IMPase inh	ALOX15B inhib
CC(C)c1ccc(NC(=O)C(c2ccc3c(c2)OCO3)N2CCN(C(=O)c3ccco3)CC2)cc1 (stereo not drawn)	16	14	12%
NCCCC[C@H]1NC(=O)[C@H](CCC(=O)O)NC(=O)c2cc([N+](=O)[O-])cc(I)c2OCC[C@@H](C(N)=O)NC1=O	94	·	·

Continued.
PNC assembly inh	12-hLO inh	IMPase inh	ALOX15B inhib	smiles
-3	3%	5	-5%	Cc1cc(C)c(C#N)c(SCc2ccc(C#N)cc2)n1
10	-6%	3	-5%	COc1ccc(CCN2C(=O)c3ccncc3C2=O)cc1OC
11	-6%	-4	·	COc1ccc(Nc2ccc(C(=O)O)cc2[N+](=O)[O-])cc1
?	-14%	9	-3%	O=C(CCCCn1c(=O)[nH]c2ccccc2c1=O)N1CCN(c2cccc(C(F)(F)F)c2)CC1
0	1%	-6	-11%	Cc1cccc(N2C(=O)CC(N3CCN(c4ccccc4)CC3)C2=O)c1 (stereo not drawn)
-4	2%	-12	2%	Cc1nc2sc3c(c2c(=O)[nH]1)CCC3
11	-7%	-3	-8%	CCSC1=NC(=O)/C(=C2/C=Cc3ccccc3N2CC)S1
?	-5%	-10	1%	Cn1c2ccccc2c2ncn(CCCN3CCOCC3)c(=O)c21
0	1%	-2	-3%	Cc1cc(S(=O)(=O)N2CC(=O)N(CCc3ccccc3)C(=O)C2)ccc1F
5	-23%	10	12%	C=C(C)COc1ccc(-c2nc(N)ncc2Oc2ccc(OC)cc2)c(O)c1
-6	-6%	-1	-7%	O=C(c1ccc2c(c1)OCCO2)C1CCN(S(=O)(=O)c2ccccc2F)CC1
44	-2%	·	·	O=C(CSc1ccc(-c2ccco2)nn1)c1cccc([N+](=O)[O-])c1
-24	-5%	-3	0%	Cn1c(SCC(=O)Nc2ccc3c(c2)OCCO3)nnc1-c1ccccn1

These rows are one share of the data, so the mix of outcomes need not match the whole.
